# TRPV1 ag: HTS Assay for Compounds that Act as Agonists of the Vanilloid Receptor 1; Transient receptor potential cation channel subfamily V member 1 (Homo sapiens), Q8NER1; TRPV1-expressing cells, Fluo-8 calcium influx, agonist mode; activation, % at 8.33 µM; actives 0.19% (n = 320,000); in the data active = activation above about 80%; inconclusive = between about 30% and that limit; note: 0% is about no effect
#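 Cells expressing TRPV1 were dye-loaded with Fluo-8 and read kinetically: 10 s baseline, 3 min after compound (agonist portion), then 2 min after EC20 capsaicin (allosteric enhancer portion). Calcium-bound dye fluorescence at 480/520 nm.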
# RORgamma inh: qHTS for inhibitors of ROR gamma transcriptional activity; Nuclear receptor ROR-gamma (Mus musculus), P51450; Drosophila S2 Gal4-RORgamma UAS-luciferase reporter, 20 h; Potency, µM (top dose mostly 53.6 µM), without a hit: at the highest dose activity change, negative = inhibition, usual class: inhibitors; actives 5.4% (n = 310,000); AID 2551, 2010; note: potency is the fitted concentration of half-maximal effect; % is set by controls: 0 for no effect and ±100 for the full control effect; nearly all actives have a fitted effect of over 60% in size
# Target sequence (P51450 whole entry, looked up, the tested form may be a part): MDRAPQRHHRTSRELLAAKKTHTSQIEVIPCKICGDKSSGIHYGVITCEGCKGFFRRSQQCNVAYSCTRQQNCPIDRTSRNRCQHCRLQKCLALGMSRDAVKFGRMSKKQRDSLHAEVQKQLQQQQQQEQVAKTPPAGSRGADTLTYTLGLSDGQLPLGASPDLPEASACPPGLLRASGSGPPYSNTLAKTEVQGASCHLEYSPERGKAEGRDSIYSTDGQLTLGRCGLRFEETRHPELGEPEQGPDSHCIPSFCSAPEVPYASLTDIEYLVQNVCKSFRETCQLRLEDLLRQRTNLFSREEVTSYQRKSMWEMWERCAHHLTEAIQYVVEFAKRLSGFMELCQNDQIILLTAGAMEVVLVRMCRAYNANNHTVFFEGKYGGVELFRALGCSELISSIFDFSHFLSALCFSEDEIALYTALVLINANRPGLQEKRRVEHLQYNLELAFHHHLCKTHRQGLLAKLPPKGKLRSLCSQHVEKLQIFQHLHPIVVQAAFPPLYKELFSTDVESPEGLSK
#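 Compounds are pin-transferred onto Drosophila Schneider cells expressing a copper-inducible Gal4–ROR gamma transactivation domain fusion. After 1 hr, copper sulfate is added to 700 uM final; luciferase is read 20 hr later.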
# BRCA1 expr act: qHTS Assay to Identify Small Molecule Activators of BRCA1 Expression. Potency, µM (doses to about 46.1 µM), inactives show top-dose activation, hits mostly activators. MCF7-BRCA1-FFLuc reporter, luminescence, 48 h; response scale: scaled: vehicle 0%, 10 µM genistein 100%. AID 624202, 2012. actives 1.1% (n = 380,000); note: potency is the fitted concentration of half-maximal effect; nearly all actives have a fitted effect of over 80% in size; some results filed as inactive show a strong effect at the top dose
#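 MCF7-BRCA1-FFLuc, 2000 cells/well; 2 h attach, 37 °C/5% CO2; compound 48 h; luciferase substrate 15 min; luminescence end-point. Norm. to genistein 10 microM max activation and DMSO; concentration-response curves fitted.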
# NPC1 promoter act: qHTS Assay for NPC1 Promoter Activators; Huh7 NPC1 promoter luciferase reporter, 24 h; actives 2.4% (n = 320,000); Potency, µM (series often up to 9.22 µM), without a hit: at the highest dose activation, most hits filed as activators;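 note: potency is the fitted concentration of half-maximal effect; % of control where 0% means no effect; nearly all actives have a fitted effect of over 60% in size; reporter is driven by a mutant NPC1 promoter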
#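 Huh7 cells stably carrying NPC1 promoter–luciferase, plated in Opti-MEM with 10% FBS for 2 h, were exposed to compound in DMSO for 24 h at 37 °C; luciferase reagent was added for 10 min and luminescence read.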
# ELG1 repair inh: qHTS screen for small molecules that inhibit ELG1-dependent DNA repair in human embryonic kidney (HEK293T) cells expressing luciferase-tagged ELG1; actives 2.3% (n = 330,000); HEK293T ELG1-luciferase reporter, luminescence, 16 h; DNA damage induced by 5-fluorouridine; Potency, µM (doses to about 46.1 µM), without a hit: at the highest dose activity change, negative = inhibition, usual class: inhibitors; note: potency is the fitted concentration of half-maximal effect; % is set by controls: 0 for no effect and ±100 for the full control effect; nearly all actives have a fitted effect of over 55% in size
#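 HEK293T cells expressing luciferase-tagged ELG1 (2,000/well) received 5-Fluorouridine plus compound or DMSO for 16 hr at 37 °C. Luciferase was read by ONE-Glo luminescence after 30 min at room temperature.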
# FLuc modulator: qHTS profiling assay for firefly luciferase inhibitor/activator using purifed enzyme and Km concentrations of substrates (counterscreen for miR-21 project). purified FLuc, Km substrates, luminescence inhibition. Luciferin 4-monooxygenase (Photinus pyralis), P08659. AID 588342, 2011. Potency, µM (highest dose often 57.5 µM), inactives show at the highest dose activity change, negative = inhibition, most hits filed as inhibitors. actives 6.9% (n = 360,000);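 note: potency is the fitted concentration of half-maximal effect; plate controls were vehicle for no effect and reference inhibitor for full effect; nearly all actives have a fitted effect of over 55% in size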
#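 Purified P. pyralis luciferase, 10 nM final, with Km-level 10 uM D-luciferin and 10 uM ATP in 50 mM Tris acetate pH 7.5, 10 mM Mg acetate, 0.01% Tween-20, 0.05% BSA; 6-point qHTS titration about 60 µM downward; luminescence read.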
# Tb PFK inh: qHTS Assay to Find Inhibitors of T. brucei phosphofructokinase | AID 485367, 2010 | T. brucei PFK, ADP-Glo luminescence | actives 0.17% (n = 330,000) | Potency, µM (highest dose often 57.5 µM), without a hit: at the top dose activity, negative = inhibition, usual class: inhibitors;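 note: potency is the fitted concentration of half-maximal effect; 0% = uninhibited 1x PFK enzyme wells and -100% = no-enzyme wells; nearly all actives have a fitted effect of over 60% in size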
# Target sequence (O15648 whole entry, looked up): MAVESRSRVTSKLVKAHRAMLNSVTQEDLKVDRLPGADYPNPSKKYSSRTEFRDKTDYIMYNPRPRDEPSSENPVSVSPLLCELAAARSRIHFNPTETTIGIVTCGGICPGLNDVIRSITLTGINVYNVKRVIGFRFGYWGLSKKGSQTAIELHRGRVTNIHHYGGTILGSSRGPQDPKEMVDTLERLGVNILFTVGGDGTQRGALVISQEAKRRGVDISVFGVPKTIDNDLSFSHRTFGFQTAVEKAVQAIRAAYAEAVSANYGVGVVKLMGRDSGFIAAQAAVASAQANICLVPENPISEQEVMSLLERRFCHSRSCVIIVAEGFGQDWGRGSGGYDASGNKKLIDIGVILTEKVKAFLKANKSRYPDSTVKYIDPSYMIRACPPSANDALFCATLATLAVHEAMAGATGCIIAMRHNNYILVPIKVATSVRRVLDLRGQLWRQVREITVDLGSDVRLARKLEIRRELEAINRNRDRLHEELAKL
#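 In TEA buffer at pH 8.0 with 5 mM MgCl2, enzyme (1.25 nM) converted F6P (0.5 mM) and ATP (0.1 mM) for 45 min at room temperature. ADP product was read by luciferase luminescence.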
# VP16 counter: VP16 counterscreen qHTS for inhibitors of ROR gamma transcriptional activity | Drosophila S2 Gal4-VP16 UAS-luciferase, luminescence, 20 h | actives 3.5% (n = 310,000) | Potency, µM (titrated, usually from 53.6 µM), for the others: at the highest dose activity, negative = inhibition, actives largely listed as inhibitors;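 note: Gal4-VP16 expression switched on by copper sulfate through the metallothionein promoter; potency is the fitted concentration of half-maximal effect; % is set by controls: 0 for no effect and ±100 for the full control effect; nearly all actives have a fitted effect of over 50% in size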
# Rab9 promoter act: qHTS Assay for Rab9 Promoter Activators; Potency, µM (top dose mostly 9.22 µM), inactives show top-dose activation, negative = inhibition, actives largely listed as activators; actives 2.8% (n = 320,000); Huh7 Rab9 promoter-luciferase reporter, luminescence, 24 h; AID 485297, 2010; note: potency is the fitted concentration of half-maximal effect; % of control where 0% means no effect; nearly all actives have a fitted effect of over 60% in size
#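 Cell-based reporter: Huh7 stable for Rab9 promoter-driven luciferase, plated in reduced-serum medium with 10% FBS at 1500 cells/well, compound-treated 24 h at 37 °C, luminescence read after 10 min reagent.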
# ELG1 genotox: qHTS screen for small molecules that induce genotoxicity in human embryonic kidney (HEK293T) cells expressing luciferase-tagged ELG1; HEK293T ELG1-luciferase reporter, luminescence, 16 h; Potency, µM (top dose mostly 46 µM), without a hit: top-dose activity change, positive = activation, hits mostly activators; actives 1.3% (n = 330,000); note: potency is the fitted concentration of half-maximal effect; % of control where 0% means no effect; nearly all actives have a fitted effect of over 60% in size
#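 Screening used a luciferase reporter fused to human ELG1 in HEK293T cells. Luminescence was read on a CCD plate imager after 16 hr exposure and 30 min ONE-Glo incubation.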
# p53 reactivation: qHTS assay for re-activators of p53 using a Luc reporter. H1299 p53-A138V BP100-luciferase reporter, luminescence, 24 h. Potency, µM (doses to about 92.2 µM), inactives show at the top dose activity change, positive = activation, actives largely listed as activators. actives 0.063% (n = 320,000); note: potency is the fitted concentration of half-maximal effect; % of control where 0% means no effect; nearly all actives have a fitted effect of over 45% in size
#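 H1299 (p53-null), stable ts p53-A138V + BP100-Luc; 1000 cells/well, Opti-MEM/10% FBS; cpd 4 pt, 1:5; 24 h, 37 deg C, 5% CO2; detection reagent 10 min RT; luminescence.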
# * = called active by the depositor; ? = inconclusive; nt = no result given; [ ] = remark or other dose. Unless noted, calls come from the whole dose curve; as a rule, active = well fitted curve in the direction sought with a large enough effect; inconclusive = small, poorly fitted or top-dose-only effect, or another doubt; inactive = no such curve, though single readings can be large; an effect the other way counts as inactive or inconclusive.
cpd | smiles | TRPV1 ag | RORgamma inh | BRCA1 expr act | NPC1 promoter act | ELG1 repair inh | FLuc modulator
1 | CCOc1ccc(C(=O)NCc2ccco2)cc1Cl | 12 | 15% | 14% | -4% | 5% | 2%
2 | COC(=O)c1c(NC(=O)c2ccccc2OC)sc(C(=O)N2CCOCC2)c1C | 3 | 1% | -22% | -4% | -23% | -3%
3 | Nc1nncn1C(=O)c1ccccc1Cl | 0 | -15% | -1% | -3% | 4% | 3%
4 | COc1ccc(C2CC(c3ccccc3)=NN2C(=O)COC(=O)c2nc3nccc(C)n3n2)cc1 (configuration not stated) | 0 | 12% | 26% | 1% | -17% | 5%
5 | N#CC1(NC(=O)COc2ccc(S(=O)(=O)N3CCCC3)cc2[N+](=O)[O-])CCCCC1 | -4 | nt | -7% | 1% | ? | 0%
6 | CCCC(C(=O)NCC1CCCO1)N(Cc1ccco1)C(=O)CNS(=O)(=O)c1ccc(F)cc1 (configuration not stated) | -1 | 9% | -15% | 1% | -2% | -1%[2.3 µM]
7 | Cc1ccc(C(C)(C)NC(=O)C2CCC(=O)N(Cc3ccccc3F)C2)cc1 (configuration not stated) | 0 | 22% | -15% | -4% | ? | -5%
8 | Cc1ccc([N+](=O)[O-])cc1S(=O)(=O)N(C(=O)c1ccncc1)c1ccc2oc3c(c2c1)CCCC3 | -8 | -25% | -42% | 0% | 6% | 5%
9 | COc1ccc(OC)c(NC(=O)COc2ccc(S(=O)(=O)N3CCCC3)cc2)c1 | 1 | -14% | 0% | -1% | 0% | 3%
10 | Cc1cc(C)c(OCC(=O)OCC(=O)NC2CCC(C)CC2)c(C)c1 (configuration not stated) | 3 | nt | 10% | 1% | 5% | 7%

cpd | Tb PFK inh | VP16 counter | Rab9 promoter act | ELG1 genotox | p53 reactivation
1 | -29% | 6% | 11% | -1% | -48%[inhibitor]
2 | 0% | 5% | 0% | -11% | 1%
3 | 0% | 1% | -9% | 2% | 9%
4 | -3% | 8% | 0% | 7% | -7%
5 | -8% | nt | -5% | -20% | 2%
6 | -16% | 15% | -1% | -2% | -10%
7 | 1% | 2% | 3% | 4% | 21%
8 | 8% | -9% | -1% | -3% | -3%
9 | 0% | 9% | -2% | -1% | -3%
10 | -3% | nt | 1% | 2% | -5%

# The listing continues.
cpd | smiles | TRPV1 ag | RORgamma inh | BRCA1 expr act | NPC1 promoter act | ELG1 repair inh | FLuc modulator
11 | COc1cccc(NS(=O)(=O)c2cc(C)sc2C)c1 | 0 | ? | -8% | 1% | ? | 2%
12 | Cc1ccccc1C(=O)NC(NC(=S)Nc1ccc(S(N)(=O)=O)cc1)C(Cl)(Cl)Cl (configuration not stated) | -6 | -4% | -35% | -1% | 8% | 1%
13 | CN(C)CCNC(=O)NC(=O)c1ccc(Cl)cc1 | 1 | 22% | -10% | -2% | -9% | 5%
14 | COc1cc(CN2CCCCCC2)cc(OC)c1O | -1 | -5% | -8% | 0% | ? | -1%
15 | COc1cc(C(=O)OCC(=O)NC2CC2)cc(OC)c1OC | 0 | nt | 9% | 1% | ? | 5%
16 | C=C(C)CNC(=S)Nc1cccc(S(=O)(=O)NC2=NCCC2)c1 | 3 | 25% | -10% | 0% | -8% | -1%
17 | Cc1ccc(CNCc2ccccc2Cl)cc1 | 1 | 10% | 12% | -2% | 6% | -19%
18 | O=C(Cc1ccc(S(=O)(=O)N2CCOCC2)s1)N1CCN(c2ccc(C(F)(F)F)cc2[N+](=O)[O-])CC1 | -2 | nt | -19% | -14% | ? | 2%
19 | O=C(/C=C/c1ccc(F)cc1)NCCNC(=O)/C=C/c1ccc(F)cc1 | -3 | 29% | 5% | -3% | 10% | 0%
20 | Cc1ccc(CN2CCN(/N=C/c3ccccc3)CC2)cc1 | 1 | 12% | -2% | -5% | 16% | 2%

cpd | Tb PFK inh | VP16 counter | Rab9 promoter act | ELG1 genotox | p53 reactivation
11 | 0% | -16% | 4% | -1% | -5%
12 | 0% | -4% | -3% | 1% | 4%
13 | ? | -9% | -1% | -1% | 12%
14 | -5% | 6% | 5% | 1% | nt
15 | -7% | nt | -2% | 1% | -2%
16 | -1% | 8% | 1% | 2% | -2%
17 | 1% | 9% | -2% | 3% | 15%
18 | -7% | nt | 1% | -5% | -2%
19 | -5% | 1% | 2% | 11% | 0%
20 | 1% | -13% | 2% | -3% | 1%

# The list goes on:
cpd | smiles | TRPV1 ag | RORgamma inh | BRCA1 expr act | NPC1 promoter act | ELG1 repair inh | FLuc modulator
21 | C[C@H](CO)N1C[C@H](C)[C@@H](CN(C)C(=O)Nc2ccccc2)Oc2c(NS(=O)(=O)c3cccs3)cccc2C1=O | nt | nt | -24% | nt | 13% | nt
22 | COC(=O)[C@]1(CC(C)C)N[C@H](c2ccc(-c3ccc(Cl)c(Cl)c3)cc2)[C@@H]2C(=O)N(C)C(=O)[C@@H]21 | -1 | nt | -44% | 0% | -16% | 0%
23 | CC1=CC2=NC(=O)CC(C)(C(=O)N(CC(=O)NC3CCCC3)Cc3ccccc3)N2C=C1 (configuration not stated) | -4 | 4% | -1% | 2% | 8% | 1%
24 | Cc1cccc(NC(=S)N/N=C/c2ccc(Cl)c([N+](=O)[O-])c2)c1 | -2 | 1.6µM* | -80% | -7% | 11% | 8%
25 | CC(C)(C)c1cc(NC(=O)c2ccco2)no1 | ? | ? | ? | 1.8µM* | ? | 5.4µM*
26 | CC(C)NC(=O)Nc1ccc2c(c1)C(=O)N([C@H](C)CO)C[C@H](C)[C@@H](CN(C)C(=O)NC1CCCCC1)O2 | nt | nt | 2% | nt | ? | nt
27 | Cc1ccc(C)c(NC(=O)c2ccc[n+](Cc3ccc([N+](=O)[O-])cc3)c2)c1 | 0 | 1% | -6% | 10% | 14% | 0%
28 | COc1ccc(CN=Nc2cc(C)nc(NS(=O)(=O)c3ccccc3Cl)n2)cc1 | 1 | -5% | nt | -15% | 2% | -5%
29 | Cc1ccc2nsnc2c1NC(=O)CCl | 0 | ? | -22% | -9% | 5% | 1%
30 | CC(OC(=O)c1ccccc1Oc1ccccc1)C(=O)NC1CC1 (configuration not stated) | 17 | 8% | -2% | -4% | ? | -4%

cpd | Tb PFK inh | VP16 counter | Rab9 promoter act | ELG1 genotox | p53 reactivation
21 | 1% | nt | nt | 6% | 0%
22 | 0% | nt | 0% | -9% | -3%
23 | 1% | 1% | 10% | -1% | -2%
24 | 0% | 4µM* | 1% | 1% | 1%
25 | -4% | ? | 0.63µM* | 1.3µM* | 11%
26 | 4% | nt | nt | 3% | 0%
27 | 0% | -8% | 1% | 1% | -5%
28 | -4% | -4% | 0% | 0% | -1%
29 | 1% | ? | 1% | -4% | -13%
30 | -6% | 5% | -4% | -3% | 0%

# Additional compounds follow:
cpd | smiles | TRPV1 ag | RORgamma inh | BRCA1 expr act | NPC1 promoter act | ELG1 repair inh | FLuc modulator
31 | CCn1cc(CN2CCN(C)C(CCO)C2)c2ccccc21 (configuration not stated) | 4 | -18% | 5% | 0% | 2% | 4%
32 | COc1cccc(NC(=O)COc2ccc(C)cc2)c1 | 1 | ? | 7% | -2% | ? | 12µM*
33 | COc1cc(CNCCCN2CCOCC2)c(Br)cc1OCC(=O)Nc1ccccc1C | 1 | 5% | 46% | 0% | ? | -3%
34 | CCC1=NN(C(=O)c2ccccc2Br)C(O)(c2ccc(Br)cc2)C1 (configuration not stated) | 5 | 8.9µM* | 1% | -4% | -23% | -20%
35 | COc1ccc(-c2oc(/N=C/N3CCCC3)c(C#N)c2-c2ccc(OC)cc2)cc1 | 8 | 24% | -19% | -1% | -13% | 1%
36 | COc1ccc2c(C)c(C(=O)NCC(C)O)oc2c1OC (configuration not stated) | -2 | 12% | -18% | -3% | 4% | -2%

cpd | Tb PFK inh | VP16 counter | Rab9 promoter act | ELG1 genotox | p53 reactivation
31 | -3% | -5% | 6% | 0% | nt
32 | -2% | -1% | 12% | ? | ?
33 | -10% | -21% | 17% | 3% | 2%
34 | -5% | ? | -6% | 1% | -3%
35 | 1% | -1% | -3% | 0% | 5%
36 | 0% | -2% | -2% | 6% | -1%

# Compound activity (PubChem)
